Compound activity (PubChem)
Shiga inhibitor – Shiga toxin inhibition. AID 2315. 290,000 tested, 9.2% active. Vero cells, Shiga toxin protein synthesis inhibition reporter. inhibition, % at 38.7 µM; in the data active means inhibition mostly above about 28%, no sharp cut-off; inactive means mostly below about 43%; further: 0% is about no effect
Cycloheximide cs – counter-screen hit for Shiga toxin inhibitors, cycloheximide | cell reporter, cycloheximide protein synthesis inhibition counterscreen | max response, % | 300,000 tested, 12% active | AID 2314; in the data active means max response mostly above about 13%, no sharp cut-off; inactive means mostly below about 14%; further: read at 38.3 µM for the half of the compounds with a filed dose; 0% is about no effect
AMA1-RON2 inh – disrupts binding of P. falciparum AMA1 to RON2 | AlphaScreen AMA1-biotinylated RON2 peptide binding | Potency, µM (highest dose often 58.2 µM), for the others: top-dose activity change, negative = inhibition, hits mostly inhibitors | 360,000 tested, 0.2% active | AID 720542;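 further: potency means the concentration at half of the fitted maximal effect; 0% = vehicle wells and -100% = peptide control; nearly all actives have a fitted effect of over 45% in size; some results filed as inactive show a strong effect at the top dose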
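AMA1 (3D7) with his tag at 25 nM final met compounds first, then biotinylated RON2 peptide at 25 nM; detection used donor plus acceptor beads, 10 µg/mL apiece, read by AlphaScreen after 30 min at room temperature.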
FBPA Giardia inh – inhibitors of Giardia lamblia fructose-1,6-bisphosphate aldolase; purified Giardia FBPA; Potency, µM (titrated, usually from 59.6 µM), without a hit: top-dose activity, negative = inhibition, most hits filed as inhibitors; 290,000 tested, 0.71% active; further: potency means the concentration at half of the fitted maximal effect; on the % scale 0 is the no-effect control and ±100 the full control effect; nearly all actives have a fitted effect of over 55% in size
Target sequence (A8B2U2 whole entry, looked up): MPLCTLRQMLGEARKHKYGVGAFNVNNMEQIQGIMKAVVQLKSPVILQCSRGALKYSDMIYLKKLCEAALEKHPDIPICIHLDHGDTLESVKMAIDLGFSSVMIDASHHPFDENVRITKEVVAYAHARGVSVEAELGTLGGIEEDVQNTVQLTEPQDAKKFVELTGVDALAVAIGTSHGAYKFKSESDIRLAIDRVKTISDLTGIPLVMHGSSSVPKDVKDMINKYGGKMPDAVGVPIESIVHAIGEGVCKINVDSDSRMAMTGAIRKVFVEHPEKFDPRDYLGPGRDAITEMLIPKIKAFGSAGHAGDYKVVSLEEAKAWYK
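Giardia FBPA (40 nM reagent) was preincubated 10 min at RT with compound (up to 57.5 uM final), then substrate plus GAPDH/TPI/NAD/arsenate coupling system with diaphorase/resazurin was added; resorufin fluorescence (525/598 nm) was read after 20 min.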
HCMV inh – inhibitors of human cytomegalovirus. HFF cells, HCMV-luciferase reporter, 72 h; active compounds read low. activity change, negative = inhibition, % at 57.5 µM. 410,000 tested, 4.5% active; in the data active means activity change below about -60%; inconclusive means no clear call, values can overlap the other calls; inactive means above about -39%; further: on the % scale 0 is the no-effect control and ±100 the full control effect
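Human foreskin fibroblasts infected with luciferase-reporter HCMV at MOI 1 PFU/cell, compounds at two doses. Luciferase measured 72 h post infection; normalized to buffer-only basal and Salinomycin (10uM) controls.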
AmpC inh detg – AmpC beta-lactamase inhibition with detergent present. P00811. AmpC hydrolysis of nitrocefin, absorbance 480 nm, 0.01% Triton. Potency, µM (series often up to 114 µM), without a hit: top-dose activity change, negative = inhibition, actives largely listed as inhibitors. 370,000 tested, 0.041% active. AID 485294;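 further: potency means the concentration at half of the fitted maximal effect; 0% = no-compound wells and -100% = no-enzyme wells; nearly all actives have a fitted effect of over 25% in size; some results filed as inactive show a strong effect at the top dose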
Target sequence (P00811 whole entry, looked up): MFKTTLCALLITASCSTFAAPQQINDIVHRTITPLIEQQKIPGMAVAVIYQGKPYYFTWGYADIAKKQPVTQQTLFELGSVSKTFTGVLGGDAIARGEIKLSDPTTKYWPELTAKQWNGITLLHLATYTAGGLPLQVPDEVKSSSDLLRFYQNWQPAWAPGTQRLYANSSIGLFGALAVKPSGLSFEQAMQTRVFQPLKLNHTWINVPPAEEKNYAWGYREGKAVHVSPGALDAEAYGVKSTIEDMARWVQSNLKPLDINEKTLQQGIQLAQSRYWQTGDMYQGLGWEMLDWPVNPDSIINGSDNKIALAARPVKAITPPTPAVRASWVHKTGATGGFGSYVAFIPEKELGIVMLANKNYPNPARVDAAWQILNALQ
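20 mM phosphate pH 7.0 + 0.01% (detergent screen) or 0.0001% Triton X-100; 5.3 nM AmpC reagent; cpd preinc 15 min RT; nitrocefin (800 uM stock) to start; A480 q20 s × 4 min; Activity was normalised to no-enzyme and no-compound control wells.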
AmpC no deterg – AmpC beta-lactamase inhibition without detergent; AID 485341; Potency, µM (series often up to 57.1 µM), for inactives: at the top dose activity change, negative = inhibition, usual class: inhibitors; 330,000 tested, 0.52% active; P00811; AmpC nitrocefin hydrolysis, absorbance 480 nm, 0.0001% Triton;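 further: potency means the concentration at half of the fitted maximal effect; plate controls were no compound for no effect and no enzyme for full effect; nearly all actives have a fitted effect of over 20% in size; some results filed as inactive show a strong effect at the top dose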
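20 mM phosphate pH 7.0 + 0.01% (detergent screen) or 0.0001% Triton X-100; 5.3 nM AmpC reagent; cpd preinc 15 min RT; nitrocefin (800 uM stock) to start; A480 q20 s × 4 min; Activity was normalised to no-enzyme and no-compound control wells.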
* = called active by the depositor; ? = inconclusive; . = no result given; [ ] = remark or other dose. Unless noted, the call rests on the fitted dose curve; in most records, active means well fitted curve in the direction sought with a large enough effect; inconclusive means small, poorly fitted or top-dose-only effect, or another doubt; inactive means no such curve, though single readings can be large; an effect the other way counts as inactive or inconclusive.

Every second line gives: FBPA Giardia inh	Shiga inhibitor	HCMV inh	AMA1-RON2 inh	AmpC no deterg	Cycloheximide cs	AmpC inh detg
1: CCOC(=O)COc1coc(CN2CCN(c3ccccc3)CC2)cc1=O
 : .	21	-61*	8%	-10%	-2	-10%
2: COc1ccccc1C(=O)Nc1ccc2c(c1)OCO2
 : -4%	61*	139	-8%	-11%	43*	?
3: O=C(CCl)Nc1ccc(N2CCCCCC2)cc1
 : -16%	58	-36	-14%	-25%	20*	3%
4: O=C(COc1cccnc1[N+](=O)[O-])Nc1ccc(Cl)c(S(=O)(=O)N2CCOCC2)c1
 : 0%	-10	0	34%[activator]	2%	-1	7%
5: CC[C@]12c3[nH]c4ccc(Cl)cc4c3CCN1C(=O)[C@@H](CC(=O)NCc1cccc(C(F)(F)F)c1)C[C@@H]2C(=O)N1CCN(C(=O)c2ccco2)CC1
 : .	.	-100*	-26%	200%[activator]	.	.
6: CN(CC(=O)Nc1c(Cl)cccc1Cl)C(=O)CCCN1C(=O)c2ccccc2C1=O
 : 6%	34	44	-1%	22%	4	0%
7: CC1(C)Cc2cccc(OCC(=O)Nc3ccc(OCC(N)=O)cc3)c2O1
 : 2%	6	56	-8%	-3%	0	2%
8: Nc1nc(NCCc2ccccc2)nc(NCc2ccccc2)c1[N+](=O)[O-]
 : 14%	-4	-3	-16%	-38%	1	3%
9: CC(=O)NN1C(=O)c2ccc(Oc3cccc([N+](=O)[O-])c3)cc2C1=O
 : 5%	-17	-13	-4%	-15%	-3	-3%
10: CN1CCN(C2CCN(c3cccc(Cl)c3)CC2)CC1CCO (stereo not drawn)
 : 6%	-6	2	3%	-1%	0	?
11: COc1ccc(NS(=O)(=O)c2cc(N/C(=N\S(=O)(=O)c3ccccc3)c3ccc(F)cc3)ccc2Cl)cc1
 : -8%	15	-30	4%	?	-3	-10%
12: CCOC(=O)C1CCCN(C(=O)Cc2ccc(Cl)cc2)C1 (stereo not drawn)
 : 4%	4	-9	-3%	3%	16	6%
13: CN1/C(=C\C(=O)c2cncc(Br)c2)C(C)(C)c2ccccc21
 : -20%	10	-73*	35%[activator][11.6 µM]	-5%	2	4%
14: CCN(CC)C(=O)CCc1nnc(Cc2cccc(C(F)(F)F)c2)o1
 : 6%	-11	6	-3%	-16%	5	-2%
15: O=C(CCNS(=O)(=O)c1ccc(Br)s1)N1CCCCC1
 : 0%	-4	-33	1%	-6%	0	2%
16: CC1CCCN(C(=O)COC(=O)c2ccc(=O)n(Cc3ccccc3)n2)C1 (stereo not drawn)
 : .	.	-29	19%	0%	.	0%
17: CC1CCN(C(=O)c2nc[nH]c2C(=O)N2CCc3ccccc3C2)CC1
 : .	.	-24	0%	-3%	.	6%
18: c1ccc(-c2noc(-c3cccnc3)n2)cc1
 : -3%	99*	84	1%	.	33*	-2%
19: COc1ccc(N2CCN(C(=O)CSc3ncccc3-c3nc4ccccc4[nH]3)CC2)cc1
 : -11%	24	?	9%	-7%	21*	?
20: O=C(c1ncc[nH]1)c1cccs1
 : -7%	24	193	-6%	-2%	29*	7%

Following part
Every second line gives: FBPA Giardia inh	Shiga inhibitor	HCMV inh	AMA1-RON2 inh	AmpC no deterg	Cycloheximide cs	AmpC inh detg
21: Cc1ccc(/C(O)=C2/C(=O)C(=O)N(Cc3cccnc3)C2c2ccccn2)cc1 (stereo not drawn)
 : 14%	17	61	15%	-10%	10	0%
22: COc1ccccc1CC1S/C(=N/N=C/c2ccco2)NC1=O (stereo not drawn)
 : 2%	-2	?	31%[activator]	-34%	0	2%
23: O=C(COC(=O)c1ccccn1)Nc1c(Cl)cccc1Cl
 : -4%	38	-22	12%	-5%	-5	-14%
24: CCOC(=O)c1c(C)[nH]c(C)c1C(=O)Cn1nnc(-c2ccccc2C)n1
 : 1%	3	-25	-3%	-17%	-4	2%
25: CC(=O)N1CCN(S(=O)(=O)c2cccc(C(=O)N(Cc3ccccc3)c3ccc(C)cc3)c2)CC1
 : .	.	?	43%[activator]	305%[activator]	.	-3%
26: CC(=O)Nc1c(-c2ccc3ccccc3c2)nc2ccccn12
 : 0%	104*	175	7%	-20%	21*	0%
27: COc1nnc(-c2ccc(C)cc2)c2ccccc12
 : 8%	-3	?	14%	-5%	-3	-14%
28: CC(C)n1nc(C(=O)Oc2ccc(Cl)cc2)c2ccccc2c1=O
 : -3%	-5	-1	13%	6%	3	-11%
29: CC(=O)NCCc1ccc(S(=O)(=O)N2CCCC2)cc1
 : 2%	18	4	-2%	-1%	-5	-14%
30: COc1ccc(-n2nc(C(=O)NCC(=O)N3CCCCC3)c3ccccc3c2=O)c(OC)c1
 : 8%	33	68	7%	31%	18*	-7%
31: Cc1nnc(SCC(=O)N2CCN(S(=O)(=O)c3ccc(Cl)cc3)CC2)n(N)c1=O
 : 2%	-5	11	19%	21%	-3	?
32: CCN(C(=O)CCc1nnc2ccc(NCc3ccco3)nn12)c1ccccc1
 : .	-4	-12	2%	63%[activator]	-1	-9%
33: COC(=O)C1=NN(C(C)=O)C2(CC(=O)N(c3cc(C)cc(C)c3)C2=O)C1 (stereo not drawn)
 : 0%	-6	-14	0%	-7%	-4	-13%
34: O=C1C2C3CCCC3=C3CCCC3C2C(=O)N1c1ccc(Cl)cc1 (stereo not drawn)
 : 0%	-20	23	4%	?	1	?
35: COc1cc(COCC(O)CN2CCN(CCN3C(=O)c4cccc5cccc(c45)C3=O)CC2)cc(OC)c1OC (stereo not drawn)
 : -13%	-1	-76*	-23%	189%[activator]	-3	?
36: S=C(NCCc1ccccn1)Nc1ccc(Cl)cc1Cl
 : -11%	42	-19	15%	-10%[2.29 µM]	14*	-1%
37: O=C(COC(=O)C12CC3CC(CC(Cl)(C3)C1)C2)Nc1ccccc1
 : .	.	-21	7%	-33%	.	.
38: O=C(CSCC(=O)N1CCCCC1)Nc1nc(-c2ccccc2)c(-c2ccccc2)s1
 : 2%	-13	37	-16%	1%	1	?
39: CC(C)C(=O)NC(c1cccs1)c1cc([N+](=O)[O-])c2cccnc2c1O (stereo not drawn)
 : ?	-4	.	18%	-49%	3	?
40: CSCCC(NC(=O)c1ccccc1)C(=O)NNC(=O)c1csc(N2CCOCC2)n1 (stereo not drawn)
 : .	20	7	81%[activator]	-8%	-2	-9%

Continued:
Every second line gives: FBPA Giardia inh	Shiga inhibitor	HCMV inh	AMA1-RON2 inh	AmpC no deterg	Cycloheximide cs	AmpC inh detg
41: Nc1nc(SCCOc2ccccc2)n[nH]1
 : -1%	24	39	-6%	-27%	11	?
42: CCCC(C(=O)NC1CCCC1)N(C(=O)Cn1nnc(-c2ccc(C)o2)n1)c1cccc(O)c1 (stereo not drawn)
 : 1%	-4	-21	1%	-21%	-3	-9%
43: Cc1ccc(N2CCN(S(=O)(=O)N3CCOCC3)CC2)cc1C
 : 11%	21	-2	3%	43%	7	2%
44: Cc1ccc(/C=N/Nc2nc(N3CCOCC3)nc(N3CCOCC3)n2)o1
 : -1%	15	23	7%	17%	-4	-8%
45: COc1ccc(S(=O)(=O)NC2CCCCCC2)cc1C(N)=O
 : .	-4	-12	-3%	-14%	-2	-2%
46: COc1ccc(NC(=O)CSc2nc(=O)n(CCN3CCOCC3)c3c2CCC3)c(OC)c1
 : .	.	-15	-1%	62%[activator]	.	0%
47: CC1CCCCN1Cc1ccc(Cl)nc1 (stereo not drawn)
 : 10%	-17	-8	7%	-9%	-8	1%
48: COCC(C)n1c(C)cc(C(=O)Cn2c(=O)oc3ccccc32)c1C (stereo not drawn)
 : 1%	24	24	17%	-5%	-3	-6%
49: O=C(CSc1nnc(CNC(=O)c2c(F)cccc2F)o1)Nc1ccc2c(c1)OCCO2
 : 12%	-3	-11	4%	-35%	2	-2%
50: CC1(C)Cc2c(sc(NC(=O)c3ccc4ncsc4c3)c2C(N)=O)C(C)(C)N1
 : 9%	19	85	-7%	-15%	23	1%
51: O=C(c1ccc2ncsc2c1)N1CCN(c2cccc(C(F)(F)F)c2)CC1
 : .	.	-35	-21%	27%	.	-18%
52: COc1cccc(C2NC(=O)NC(C)=C2C(=O)OCC2CCCO2)c1 (stereo not drawn)
 : 6%	-5	2	2%	-5%	-2	-5%
53: CC1(C)Cc2c(cnn2-c2ccc(F)cc2)C(NC(=O)CCc2ccncc2)C1 (stereo not drawn)
 : 1%	22	-9	-9%	25%	14	-10%
54: COc1ccccc1N1CCN(C2CCCCC2NS(=O)(=O)c2ccccc2)CC1 (stereo not drawn)
 : 1%	-2	-13	-5%	33%	-3	1%
55: CCOc1ccc(NC(=S)N2CCC(c3nc4ccccc4[nH]3)CC2)cc1
 : 0%	25	?	-5%	-18%	-3	2%
56: CN(C(=O)c1cccc(NC(=O)C2CCCN(C(=O)OC(C)(C)C)C2)c1)C1CCCC1 (stereo not drawn)
 : .	.	?	-10%	134%[activator]	.	.
57: CC(C)C[C@H](NC(=O)C1CC(=O)N(c2ccc3c(c2)OCCO3)C1)C(=O)NC1CCCC1 (stereo partly drawn)
 : 1%	-5	6	-9%	1%	6	?
58: N#CCC(=O)NN=C1CCCCCCCCCCC1
 : -8%	9	20	76%[activator]	-27%	6	0%
59: O=C(NN=C1c2ccccc2-c2ccccc21)c1ccccc1Br
 : -12%	-2	-21	26%	-23%	2	1%

Part of the list above, tab-delimited:
cpd	compound	FBPA Giardia inh	Shiga inhibitor	HCMV inh	AMA1-RON2 inh	AmpC no deterg	Cycloheximide cs	AmpC inh detg
42	CCCC(C(=O)NC1CCCC1)N(C(=O)Cn1nnc(-c2ccc(C)o2)n1)c1cccc(O)c1 (stereo not drawn)	1%	-4	-21	1%	-21%	-3	-9%
43	Cc1ccc(N2CCN(S(=O)(=O)N3CCOCC3)CC2)cc1C	11%	21	-2	3%	43%	7	2%
44	Cc1ccc(/C=N/Nc2nc(N3CCOCC3)nc(N3CCOCC3)n2)o1	-1%	15	23	7%	17%	-4	-8%
45	COc1ccc(S(=O)(=O)NC2CCCCCC2)cc1C(N)=O	.	-4	-12	-3%	-14%	-2	-2%
46	COc1ccc(NC(=O)CSc2nc(=O)n(CCN3CCOCC3)c3c2CCC3)c(OC)c1	.	.	-15	-1%	62%[activator]	.	0%
47	CC1CCCCN1Cc1ccc(Cl)nc1 (stereo not drawn)	10%	-17	-8	7%	-9%	-8	1%
48	COCC(C)n1c(C)cc(C(=O)Cn2c(=O)oc3ccccc32)c1C (stereo not drawn)	1%	24	24	17%	-5%	-3	-6%
49	O=C(CSc1nnc(CNC(=O)c2c(F)cccc2F)o1)Nc1ccc2c(c1)OCCO2	12%	-3	-11	4%	-35%	2	-2%
50	CC1(C)Cc2c(sc(NC(=O)c3ccc4ncsc4c3)c2C(N)=O)C(C)(C)N1	9%	19	85	-7%	-15%	23	1%
51	O=C(c1ccc2ncsc2c1)N1CCN(c2cccc(C(F)(F)F)c2)CC1	.	.	-35	-21%	27%	.	-18%
52	COc1cccc(C2NC(=O)NC(C)=C2C(=O)OCC2CCCO2)c1 (stereo not drawn)	6%	-5	2	2%	-5%	-2	-5%
